Compound activity: PubChem BioAssay, several laboratories
Rab2A wt mod: changes GTP binding to wildtype dog Rab2A, up or down. GST-Rab2 wt beads, Bodipy-GTP binding, flow cytometry. 190,000 tested, 0.19% active. P61105. AID 760. GTP binding activity, % at 10 µM;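 active = GTP binding activity at least 20 points away from 100%, either lowered or raised; inconclusive = signal likely due to the compound's own green fluorescence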;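 also: 0% = beads with excess unlabeled GTP and 100% = no-compound control corrected for plate trend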
HRas wt GTP: modulators of GTP binding to human HRas wildtype. GST-Ras wt beads, Bodipy-FL-GTP binding, flow cytometry; actives lie on both sides. GTP binding activity, % at 10 µM. AID 759. P01112. 190,000 tested, 0.14% active;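 active = GTP binding activity at least 20% away from the 100% baseline, either lowered as inhibitor or raised as activator; inconclusive = flagged as likely green fluorescent, judged across all proteins in the well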;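 also: 0% = unlabeled GTP competition control and 100% = no-compound control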
Target sequence (P01112 whole entry, looked up): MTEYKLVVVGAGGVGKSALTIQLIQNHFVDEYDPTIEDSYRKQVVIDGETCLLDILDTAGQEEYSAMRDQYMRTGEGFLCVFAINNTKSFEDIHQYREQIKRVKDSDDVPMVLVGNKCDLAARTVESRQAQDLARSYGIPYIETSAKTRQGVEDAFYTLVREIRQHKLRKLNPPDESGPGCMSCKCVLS
Cdc42 wt: modulators (inhibitors or activators) of GTP binding to human Cdc42 wildtype. percent activity (GTP binding), % at 10 µM. 190,000 tested, 0.2% active. P60953. GST-Cdc42 beads, Bodipy-GTP binding, flow cytometry; actives lie on both sides. AID 761;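 active = percent activity GTP binding at least 20 points away from the 100% baseline, either down as inhibitor or up as activator; inconclusive = compound flagged as likely green fluorescent from well-wide comparison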;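 also: median bead fluorescence of bound Bodipy-FL-GTP at 100 nM; 0% = excess unlabeled GTP control and 100% = no compound control; below 100% means less GTP binding so inhibitor and above means activator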
Mcl1 Noxa PPI: Mcl-1/Noxa interaction inhibition. Q07820. TR-FRET Mcl-1/Noxa peptide binding, 2 h. inhibition, % at 21.7 µM. 220,000 tested, 1.5% active. AID 1022;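 active = compounds that cut the protein-peptide binding signal by more than 50% relative to plate controls in a single-dose test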;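 also: His-tagged Mcl-1 with rhodamine Noxa BH3 peptide and terbium anti-His antibody; 0% = Mcl-1 plus Noxa peptide wells and 100% = peptide-only wells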
Rac1 mut GTP: modulators of GTP binding to human Rac1 activated mutant; AID 764; 190,000 tested, 0.11% active; GST-Rac1 activated beads, fluorescent GTP binding, flow cytometry; actives lie on both sides; 100% means binding = to untreated wells; percent activity (GTP binding), % at 10 µM; P63000;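 active = GTP binding at least 20 percentage points away from the 100% baseline, in either direction, so actives lie on both sides; inconclusive = Compound likely fluorescent itself, or too few beads counted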
Pf gametocyte: inhibitors of late stage P. falciparum gametocyte viability; P. falciparum stage V gametocytes, ATP luminescence, 24 h; AID 743093; 150,000 tested, 0.065% active; inhibition, % at 10.9 µM;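 active = inhibition above the mean plus 3 SD of compounds within the control limits, set per campaign, cut at about 38% in these data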;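 also: 0% = DMSO wells and 100% = medium only without gametocytes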
ABCG2 block: blocks JC-1 efflux by human ABCG2 transporter. Q9UNQ0. inhibition, % at 6.6 µM. AID 1325. 190,000 tested, 0.1% active. IgMXP3 cells, flow cytometry;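 active = inhibition above 80%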;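 also: 0% = DMSO and 100% = nicardipine control wells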
Target sequence (Q9UNQ0 whole entry, looked up): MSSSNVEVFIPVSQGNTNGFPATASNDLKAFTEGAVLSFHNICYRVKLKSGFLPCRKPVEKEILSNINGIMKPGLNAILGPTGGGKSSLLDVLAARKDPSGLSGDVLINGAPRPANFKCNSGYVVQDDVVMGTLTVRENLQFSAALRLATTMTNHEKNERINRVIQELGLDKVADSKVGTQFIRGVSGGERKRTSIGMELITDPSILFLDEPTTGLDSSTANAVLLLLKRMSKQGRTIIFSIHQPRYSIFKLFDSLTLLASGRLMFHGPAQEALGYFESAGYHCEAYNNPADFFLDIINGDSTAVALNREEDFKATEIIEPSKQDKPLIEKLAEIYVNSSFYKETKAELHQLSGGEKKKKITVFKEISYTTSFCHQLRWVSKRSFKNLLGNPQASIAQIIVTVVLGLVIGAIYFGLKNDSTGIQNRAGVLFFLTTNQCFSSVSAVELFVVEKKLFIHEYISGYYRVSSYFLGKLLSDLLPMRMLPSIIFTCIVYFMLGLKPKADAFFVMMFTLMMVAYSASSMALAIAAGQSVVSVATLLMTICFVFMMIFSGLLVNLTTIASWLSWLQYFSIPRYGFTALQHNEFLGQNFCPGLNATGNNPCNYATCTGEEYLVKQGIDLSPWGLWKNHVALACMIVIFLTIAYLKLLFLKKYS
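Measure – % inhibition of efflux relative to nicardipine and DMSO · Test system – ABCG2 IgMXP3 and barcoded ABCB1 CCRF-Adr cell mix · Control set – nicardipine as high control, DMSO as low control · Compound – one concentration, 6.6 µM final · Signal – flow cytometry of retained JC-1 fluorescence · Timing – 10 min exposure at 25 °C with rotation, no wash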
Rab7 wt GTP bind: alters GTP binding to wildtype dog Rab7. GST-Rab7 beads, fluorescent GTP binding, flow cytometry; actives lie on both sides; untreated = 100%, excess cold GTP = 0%. GTP binding activity (percent of control), % at 10 µM. 190,000 tested, 0.055% active. AID 758;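 active = fluorescent GTP binding to Rab7 beads changed by at least 20 points from the 100% baseline, either direction, mostly lower; inconclusive = compound itself probably fluorescent, or too few beads counted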;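 also: median green fluorescence of bound Bodipy-FL-GTP per Rab7 bead population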
Rac1 wt GTP bind: modulators of human Rac1 wildtype GTP binding. P63000. GST-Rac1 beads, fluorescent GTP binding, flow cytometry; actives lie on both sides; 0 = cold GTP competed, 100 = untreated. GTP binding activity (% of control), % at 10 µM. 190,000 tested, 0.27% active;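 active = GTP binding activity at least 20 points away from the 100% control level, either lower or higher; inconclusive = compound flagged as likely green fluorescent, judged across all proteins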
Avidin bead fluor: compound fluoresces at 488/530 nm on avidin beads; fluorescence (KMESF) at 10 µM; compound fluorescence 488/530 nm, flow cytometry; stronger effect = higher value; 220,000 tested, 0.38% active; AID 1775; in the data active = fluorescence above about 47; also: inactives centre near 10
ABCB1 block: inhibitors of human ABCB1 transporter, ABCG2 counter-screen | P08183 | CCRF-Adr cells, JC-1 efflux, flow cytometry | inhibition, % at 6.6 µM | 190,000 tested, 0.067% active; in the data active = inhibition above about 40%;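 also: 0% = vehicle and 100% = reference inhibitor; higher value means more JC-1 retained so stronger ABCB1 efflux block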
The depositor's hits bear a star; u = inconclusive; x = no result given.

SMILES | Rab2A wt mod | HRas wt GTP | Cdc42 wt | Mcl1 Noxa PPI | Rac1 mut GTP | Pf gametocyte | ABCG2 block | Rab7 wt GTP bind | Rac1 wt GTP bind | Avidin bead fluor | ABCB1 block
CCCCN(C)/C=N/c1c(C#N)cnn1-c1ccc(C)cc1 | 97 | 97 | 98 | 7 | 96 | 9 | 10 | 96 | 95 | 8 | 1.0
CC1(C)CC2(CCO1)N1CC3(C)CN2CC(C)(C1)C3O (centres undefined) | 102 | 101 | 103 | 25 | 100 | 7 | -4 | 107 | 102 | 10 | -0.2
CC(C)c1ccc(NC2=NCC(=O)N2Cc2cccs2)cc1 | 99 | 99 | 97 | 20 | 95 | 21 | 1 | 103 | 103 | 11 | 0.3
CC(=O)Nc1ccc(NCN2C(=O)[C@@H]3[C@H]4CC[C@H](C4)[C@@H]3C2=O)cc1 | 103 | 101 | 100 | 11 | 102 | -7 | 3 | 104 | 105 | 4 | 0.9
CC(C)Cc1nc(Cl)c(C#N)c2c1CCCC2 | 99 | 100 | 100 | -11 | 102 | -7 | 0 | 102 | 100 | 12 | 0.1
O=C(NCc1ccco1)C1CC(c2cccc([N+](=O)[O-])c2)=NO1 (centres undefined) | 102 | 99 | 101 | 11 | 96 | 16 | 16 | 99 | 103 | 13 | 1.6
CCCc1cc2c(c(NC(C)=O)n1)c(=O)oc1ccccc12 | 101 | 100 | 101 | -10 | 99 | 11 | 1 | 101 | 102 | 6 | 0.1
COc1cc2nc(C3CCC3)nc(N3CCN(c4ccccc4OC)CC3)c2cc1OC | 96 | 100 | 101 | 8 | 102 | -2 | -3 | 98 | 104 | 6 | 2.4
CC(C)(C)C(=O)CSc1nnc(Nc2ccccc2)s1 | 95 | 94 | 96 | 10 | 96 | -14 | 21 | 92 | 95 | 10 | 1.1
O=C(/C=C/c1ccccc1)Nc1cc(C(=O)O)cc(C(=O)O)c1 | 96 | 95 | 97 | 18 | 96 | -7 | 1 | 97 | 102 | 9 | 0.4
O=C(CSc1cccc[n+]1[O-])c1ccc(Cl)cc1 | 97 | 97 | 98 | 4 | 96 | 15 | 3 | 99 | 99 | 9 | 0.1
O=C1CC(c2cccc(Cl)c2)CC(O)=C1C=Nc1cccc(Cl)c1 (centres undefined) | 100 | 102 | 99 | -7 | 99 | -3 | 5 | 102 | 104 | 23 | 2.1
Cc1nonc1NC(=O)CSc1nc2ccccc2[nH]1 | 96 | 96 | 98 | 18 | 93 | -35 | 2 | 97 | 100 | 11 | 0.3
COC(=O)c1cc2n(n1)CCCNC2=O | 100 | 97 | 94 | -13 | 97 | -10 | 0 | 108 | 97 | 7 | -0.5
CCOC(=O)Cc1cc(=O)[nH]c(/N=C(\N)Nc2ccc(C)cc2C)n1 | 97 | 99 | 98 | 8 | 96 | 20 | 1 | 97 | 99 | 14 | 0.3
CCOC(=O)c1sc(NC(=O)c2cc(-c3cccc(O)c3)on2)c(C(=O)OCC)c1C | 102 | 101 | 100 | 17 | 97 | x | 7 | 104 | 105 | 2 | -0.3
COCCNC(=S)NN=C1CCCCCC1 | 102 | 100 | 101 | 6 | 96 | -1 | 3 | 105 | 103 | 10 | -0.6
Cc1cc2c(c(=O)o1)C(C13C=CC(CC1)C3)C(C#N)=C(N)O2 (centres undefined) | 98 | 99 | 98 | 1 | 96 | -2 | 5 | 98 | 95 | 16 | 0.2
CS(=O)(=O)NC1c2cccc3cccc(c23)C1N1CCOCC1 (centres undefined) | 100 | 101 | 99 | 6 | 96 | 2 | 0 | 100 | 101 | 5 | 0.4
CCCn1c(NC(=O)c2ccc(Br)cc2)nc2ccccc21 | 101 | 104 | 105 | -18 | 102 | x | 12 | 104 | 107 | 11 | -0.2
O=C(Nc1cc2c(oc1=O)CCCC2=O)c1ccccc1 | 102 | 100 | 102 | 1 | 100 | 1 | 15 | 101 | 103 | 15 | 0.8
O=C(O)CCCNC(=O)c1ccc(NC(=O)Cc2ccc(Cl)cc2)cc1 | 101 | 99 | 93 | 6 | 95 | 6 | 4 | 107 | 98 | 8 | 0.8
O=C1CC(c2ccco2)CC(O)=C1C=Nc1ccc(Br)cc1 (centres undefined) | 104 | 103 | 106 | -1 | 101 | -33 | 1 | 105 | 110 | 7 | 0.1
CC(=O)CSc1nc2ccccc2s1 | 102 | 103 | 103 | 14 | 98 | x | 0 | 104 | 102 | 33 | 0.0
O=C(NCCCN1CCOCC1)C(=O)N/N=C/c1ccc2c(c1)OCO2 | 98 | 98 | 99 | -1 | 98 | -26 | 0 | 100 | 101 | 11 | 0.1

Four entries out of the list above, ordered by the number in Rac1 wt GTP bind, highest first.
structure | Rac1 wt GTP bind
O=C1CC(c2ccco2)CC(O)=C1C=Nc1ccc(Br)cc1 (centres undefined) | 110
CC(=O)CSc1nc2ccccc2s1 | 102
O=C(NCCCN1CCOCC1)C(=O)N/N=C/c1ccc2c(c1)OCO2 | 101
CC(C)(C)C(=O)CSc1nnc(Nc2ccccc2)s1 | 95

Back to the main list with the five entries that preceded the break.
SMILES | Rab2A wt mod | HRas wt GTP | Cdc42 wt | Mcl1 Noxa PPI | Rac1 mut GTP | Pf gametocyte | ABCG2 block | Rab7 wt GTP bind | Rac1 wt GTP bind | Avidin bead fluor | ABCB1 block
O=C(Nc1cc2c(oc1=O)CCCC2=O)c1ccccc1 | 102 | 100 | 102 | 1 | 100 | 1 | 15 | 101 | 103 | 15 | 0.8
O=C(O)CCCNC(=O)c1ccc(NC(=O)Cc2ccc(Cl)cc2)cc1 | 101 | 99 | 93 | 6 | 95 | 6 | 4 | 107 | 98 | 8 | 0.8
O=C1CC(c2ccco2)CC(O)=C1C=Nc1ccc(Br)cc1 (centres undefined) | 104 | 103 | 106 | -1 | 101 | -33 | 1 | 105 | 110 | 7 | 0.1
CC(=O)CSc1nc2ccccc2s1 | 102 | 103 | 103 | 14 | 98 | x | 0 | 104 | 102 | 33 | 0.0
O=C(NCCCN1CCOCC1)C(=O)N/N=C/c1ccc2c(c1)OCO2 | 98 | 98 | 99 | -1 | 98 | -26 | 0 | 100 | 101 | 11 | 0.1
COC(=O)C1=C(C)N(C)C(=S)NC1c1ccc(Cl)cc1 (centres undefined) | 100 | 101 | 102 | 16 | 102 | x | 2 | 96 | 103 | 18 | 0.3
O=C(O)CCNS(=O)(=O)c1ccc2c(c1)CCCC2 | u | u | u | 4 | u | 25 | 3 | u | u | 12 | 0.1
COc1ccc(-c2nnn(CC(=O)NCc3ccccc3)n2)cc1OC | 96 | 100 | 104 | 1 | 100 | x | 3 | 98 | 108 | 9 | 0.6
Cn1cnnc1SCC(=O)Nc1ccc(OC(F)F)cc1 | 96 | 97 | 96 | -3 | 95 | -3 | 8 | 103 | 100 | 13 | 1.1
CCn1c(C(=O)N2CCc3ccccc3C2)cc2oc3ccccc3c21 | 97 | 98 | 98 | 5 | 97 | 0 | 1 | 94 | 99 | 33 | 0.3
Cc1ccc(CNC(=O)CCc2c(C)nc3c(c(C)nn3-c3ccc(C)cc3)c2C)cc1 | 99 | 97 | 98 | -2 | 97 | x | 7 | 105 | 98 | 7 | 1.7
CCCN(CCC)c1nc2ccccc2nc1C(C#N)C(=O)OC(C)COC (centres undefined) | 97 | 96 | 98 | 23 | 96 | 1 | 2 | 96 | 98 | 22 | 1.2
CCc1ccccc1NC(=O)CCN1C(=O)c2ccccc2C1=O | 99 | 102 | 108 | 4 | 99 | -20 | 2 | 98 | 106 | 8 | -0.1
COc1cccc(-n2c(-c3ccc4[nH]c(C)c(C)c4c3)n[nH]c2=S)c1 | 89 | 89 | 93 | 46 | 93 | 22 | -12 | 93 | 90 | 8 | -1.1
O=C(O)C1C2C=CC(C2)C1C(=O)OCc1ccccc1 (centres undefined) | 98 | 99 | 103 | 3 | 96 | x | 0 | 99 | 100 | 14 | 0.0
N/C(=N\OC(=O)CCCOc1ccccc1)c1ccccn1 | 103 | 102 | 101 | 5 | 99 | -18 | 0 | 105 | 103 | 15 | 0.2
O=C(CCc1nc2cccnc2n1Cc1ccccc1)N1CCOCC1 | 96 | 98 | 97 | -6 | 95 | x | 5 | 96 | 96 | 11 | 1.6
COc1ccc2c(c1)C(=O)N(c1ccccc1OC)C(=O)C2(C)C | 97 | 96 | 95 | 2 | 95 | x | 0 | 100 | 98 | 21 | 0.0
O=C(CNC(=O)c1ccc(Cl)cc1)OC1CCOC1=O (centres undefined) | 98 | 97 | 99 | -1 | 97 | 7 | 1 | 101 | 100 | 24 | 0.0
Cc1ccc(S(=O)(=O)Cn2nnnc2CN(Cc2ccco2)Cc2cccs2)cc1 | 100 | 100 | 102 | 11 | 99 | x | 28 | 98 | 102 | 29 | 3.5
Cc1cccc(C)c1OCC(=O)Nc1cccc(NC(=O)c2ccco2)c1 | 102 | 101 | 103 | 11 | 102 | -10 | 54 | 101 | 105 | 28 | 4.6
CNC(=O)CS(=O)CC(=O)Nc1cc(OC(C)C)c(Cl)cc1Cl (centres undefined) | 96 | 97 | 99 | -9 | 95 | x | 14 | 94 | 100 | 8 | 2.2
CC1(C)CC2CC(C)(CN2C(=O)c2ccc([N+](=O)[O-])cc2)C1 (centres undefined) | 102 | 103 | 98 | -6 | 97 | -5 | 8 | 107 | 101 | 10 | 1.6
Cn1cc([N+](=O)[O-])c(C(=O)Nc2ccc(-c3nc4ccccc4[nH]3)cc2)n1 | 96 | 96 | 98 | 35 | 95 | -8 | 1 | 99 | 94 | 35 | 0.1
